Screening data from PubChem BioAssay.
PAFAH1B3 inh – blocks human PAF acetylhydrolase 1B catalytic subunit 3. Q15102. recombinant PAFAH1B3, FP-rhodamine probe, fluorescence polarization. inhibition, % at 3.39 µM. actives 0.28% (n = 340,000). AID 492972;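 active means inhibition above the screen-wide average of all tested compounds plus 3 SD, cut at about 25% in these data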;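 further: 0% = enzyme with DMSO only and 100% = wells lacking PAFAH1B3 protein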
PAFAH2 FP inh – inhibitors of human PAFAH2. Q99487. actives 0.99% (n = 340,000). recombinant PAFAH2, FP-rhodamine activity probe, fluorescence polarization. inhibition, % at 3.39 µM;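 active means inhibition above the mean over all tested compounds plus 3 SD, cut at about 30% in these data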;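 further: inhibitors block probe labeling of enzyme so polarization drops; 0% = enzyme with DMSO and 100% = wells lacking PAFAH2 protein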
LYPLA1 inh – counter-screen for PME1 inhibitors: inhibitors of human LYPLA1; recombinant LYPLA1, FP-Rh probe fluorescence polarization; actives 0.16% (n = 320,000); AID 2174; inhibition, % at 5.9 µM; O75608;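 active means inhibition above the mean of all tested compounds plus 3 SD, set per campaign, cut at about 14% in these data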;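 further: inhibitors block serine hydrolase probe labeling of LYPLA1 so polarization falls; 0% = enzyme with DMSO and 100% = wells lacking LYPLA1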
LYPLA2 inh – counter-screen for PME1 inhibitors: inhibitors of human LYPLA2; O95372; inhibition, % at 5.9 µM; AID 2177; actives 0.38% (n = 320,000); recombinant LYPLA2, FP-Rh probe fluorescence polarization;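 active means inhibition above the screen-wide mean plus 3 SD, limit set per campaign, cut at about 26% in these data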;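 further: 0% = LYPLA2 with DMSO and 100% = wells lacking LYPLA2 enzyme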
Target sequence (O95372 whole entry, looked up): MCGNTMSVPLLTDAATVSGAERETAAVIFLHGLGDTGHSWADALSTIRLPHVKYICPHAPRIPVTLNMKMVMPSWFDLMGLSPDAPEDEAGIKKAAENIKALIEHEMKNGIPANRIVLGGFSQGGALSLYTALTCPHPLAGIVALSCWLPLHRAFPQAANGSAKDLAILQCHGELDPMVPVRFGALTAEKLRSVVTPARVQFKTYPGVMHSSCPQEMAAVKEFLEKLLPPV
PAD4 inh – PAD4 (human) enzyme inhibition. inhibition, % at 6.36 µM. recombinant PAD4, RCA probe fluorescence polarization. AID 485272. actives 0.41% (n = 330,000). Q9UM07;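 active means percent inhibition above a cutoff equal to the mean of all tested compounds plus 3 SD, cut at about 15% in these data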;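 further: 0% = PAD4 with RCA probe and DMSO and 100% = probe without PAD4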
PAFAH1B2 inh – blocks human PAF acetylhydrolase 1b catalytic subunit 2; P68402; recombinant PAFAH1B2, FP-rhodamine activity probe, fluorescence polarization; inhibition, % at 3.39 µM; actives 1.2% (n = 340,000);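 active means inhibition above the mean of all tested compounds plus 3 SD, cut at about 24% in these data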;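 further: 0% = enzyme with DMSO and 100% = wells lacking PAFAH1B2; many of its hits are not listed in these tables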
Target sequence (P68402 whole entry, looked up): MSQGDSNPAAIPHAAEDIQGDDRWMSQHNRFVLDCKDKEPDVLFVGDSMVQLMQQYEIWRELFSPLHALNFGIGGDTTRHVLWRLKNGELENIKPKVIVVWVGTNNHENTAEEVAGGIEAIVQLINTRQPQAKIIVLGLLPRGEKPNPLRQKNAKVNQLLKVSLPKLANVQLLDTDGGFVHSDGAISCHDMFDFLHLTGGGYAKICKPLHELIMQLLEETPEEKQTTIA
pPAFAH inh – inhibitors of human plasma PAF acetylhydrolase (pPAFAH). Q13093. recombinant pPAFAH, FP-rhodamine probe fluorescence polarization. inhibition, % at 3.39 µM. actives 1.5% (n = 330,000);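 active means inhibition above the mean inhibition across the screen plus 3 SD, cut at about 25% in these data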;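 further: inhibitors block binding of the rhodamine activity-based probe so polarization drops; 0% = enzyme with DMSO and 100% = wells lacking pPAFAH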
Target sequence (Q13093 whole entry, looked up): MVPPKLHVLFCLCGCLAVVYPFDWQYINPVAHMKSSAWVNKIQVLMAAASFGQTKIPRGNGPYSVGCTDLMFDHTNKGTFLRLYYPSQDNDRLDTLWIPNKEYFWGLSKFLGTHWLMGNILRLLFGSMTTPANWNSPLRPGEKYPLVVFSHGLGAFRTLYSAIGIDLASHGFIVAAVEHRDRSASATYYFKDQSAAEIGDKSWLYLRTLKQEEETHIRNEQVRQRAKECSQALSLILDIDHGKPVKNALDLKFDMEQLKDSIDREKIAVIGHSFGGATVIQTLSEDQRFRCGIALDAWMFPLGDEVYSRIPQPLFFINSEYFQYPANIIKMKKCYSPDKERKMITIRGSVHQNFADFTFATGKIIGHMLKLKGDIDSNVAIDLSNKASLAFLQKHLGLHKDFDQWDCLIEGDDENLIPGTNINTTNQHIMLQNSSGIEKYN
PREPL inh – inhibitors of human prolyl oligopeptidase-like enzyme PREPL. inhibition, % at 5.96 µM. recombinant PREPL, fluorescence polarization activity-based probe. Q4J6C6. actives 0.68% (n = 320,000); in the data active means inhibition above about 43%;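 further: 0% = enzyme with DMSO and 100% = wells lacking enzyme; many of its hits are not listed in these tables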
GSTO1 counter – GSTO1 inhibition, counter-screen for RBBP9 inhibitors; P78417; recombinant GSTO1, activity-based probe fluorescence polarization; inhibition, % at 5.96 µM; actives 1.1% (n = 300,000); AID 1974;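 active means inhibition above the campaign mean inhibition plus 3 SD, cut at about 35% in these data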;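 further: 0% = GSTO1-1 with DMSO and 100% = wells lacking GSTO1-1 enzyme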
An asterisk follows results filed as active. The list is partial; count on the stated rates, not on these rows.

For CC(C)(C)OC(=O)C[C@@H]1C/C=C\C[C@@H](CC(=O)N[C@@H](CO)Cc2ccccc2)C(=O)NC[C@@H](c2ccccc2)OC1=O the results were PAFAH1B3 inh 11, PAFAH2 FP inh -7, PAD4 inh 1, PAFAH1B2 inh 6, pPAFAH inh -1 and PREPL inh 0.
Screening C/C(=N/O)c1ccc(Oc2cnccn2)cc1 returned PAFAH1B3 inh -3, PAFAH2 FP inh -2, LYPLA1 inh 0, LYPLA2 inh -5, PAD4 inh -2, PAFAH1B2 inh -1, pPAFAH inh -11, PREPL inh 3 and GSTO1 counter 1.
Screening C/C(=N\NC(=O)c1ccc(Br)cc1)C1C(=O)c2ccccc2C1=O returned PAFAH1B3 inh 29*, PAFAH2 FP inh 16, LYPLA1 inh 18*, LYPLA2 inh 1, PAD4 inh -2, PAFAH1B2 inh 15, pPAFAH inh 25*, PREPL inh 5 and GSTO1 counter -8.
CCN(Cc1cnn(C)c1)C(=O)c1ccc(OC2CCN(S(=O)(=O)N(C)C)CC2)cc1 was read as PAFAH1B3 inh 3, PAFAH2 FP inh 4, LYPLA1 inh 0, LYPLA2 inh -2, PAD4 inh -16, PAFAH1B2 inh 7, pPAFAH inh -3, PREPL inh 7 and GSTO1 counter -14.
`CC(=O)NCC(=O)N(c1c(C)n(C)n(-c2ccccc2)c1=O)C1(C(=O)NC2CCCC2)CCCCC1` gave PAFAH1B3 inh 5, PAFAH2 FP inh -1, LYPLA1 inh -1, LYPLA2 inh 1, PAD4 inh 4, PAFAH1B2 inh -1, pPAFAH inh 1, PREPL inh -9 and GSTO1 counter 4.
CN(CC(=O)Nc1ccc(F)c(F)c1F)C(=O)C1CCCO1 (centres undefined) was read as PAFAH1B3 inh 3, PAFAH2 FP inh 1, LYPLA1 inh 2, LYPLA2 inh 2, PAD4 inh -3, PAFAH1B2 inh 1, pPAFAH inh -1, PREPL inh 2 and GSTO1 counter -13.
COc1ccc(S(=O)(=O)N2CCC(C(=O)N(C)Cc3ccc(C)o3)CC2)cc1OC was read as PAFAH1B3 inh -1, PAFAH2 FP inh 1, LYPLA1 inh -3, LYPLA2 inh -6, PAD4 inh 2, PAFAH1B2 inh 0, pPAFAH inh 3 and PREPL inh -6.
`COc1ccc(-c2ocnc2C(=O)Nc2ccc(N3CCOCC3)cc2N2CCOCC2)cc1OC` gave PAFAH1B3 inh 5, PAFAH2 FP inh -8, LYPLA1 inh 0, LYPLA2 inh 5, PAD4 inh -1, PAFAH1B2 inh 1, pPAFAH inh 5, PREPL inh 2 and GSTO1 counter 0.
Screening C=CCC(Nc1ccccc1)c1cccc(OC)c1OC (centres undefined) returned LYPLA1 inh 0, LYPLA2 inh 7, PAD4 inh 1, pPAFAH inh -3, PREPL inh -10 and GSTO1 counter -6.
O=C(NCc1ccccc1)C(c1ccco1)N(C(=O)c1cnccn1)c1ccc(F)cc1 (centres undefined) was read as PAFAH1B3 inh 6, PAFAH2 FP inh -1, LYPLA1 inh -1, LYPLA2 inh 2, PAD4 inh 4, PAFAH1B2 inh 5, pPAFAH inh -3, PREPL inh -4 and GSTO1 counter 2.
Screening COc1ccc2nc(NC(=O)CSc3nc(C)cc(=O)[nH]3)sc2c1 returned PAFAH1B3 inh 3, PAFAH2 FP inh 7, LYPLA1 inh 1, LYPLA2 inh 0, PAD4 inh -2, PAFAH1B2 inh -1, pPAFAH inh 4, PREPL inh -3 and GSTO1 counter -2.
Screening COC(=O)/C=C1/SC(=Nc2ccc(Cl)c(Cl)c2)NC1=O returned LYPLA1 inh -2, LYPLA2 inh -5, PAD4 inh 5, pPAFAH inh -2, PREPL inh 3 and GSTO1 counter -8.
Screening C#CCOC(=O)Nc1cccn(Cc2c(Cl)cccc2Cl)c1=O returned PAFAH1B3 inh 6, PAFAH2 FP inh -5, LYPLA1 inh 3, LYPLA2 inh 7, PAD4 inh 3, PAFAH1B2 inh 5, pPAFAH inh 1, PREPL inh -4 and GSTO1 counter 7.
Screening COc1cccc(Cn2cc(N)cn2)c1 returned PAFAH1B3 inh 14, PAFAH2 FP inh 6, LYPLA1 inh 0, LYPLA2 inh 6, PAD4 inh -11, PAFAH1B2 inh 12, pPAFAH inh 9, PREPL inh 13 and GSTO1 counter 32.
Screening COc1cc([C@@H]2c3cc4c(cc3[C@@H](O[C@@H]3O[C@@H]5CO[C@@H](C)O[C@H]5[C@H](O)[C@H]3O)[C@H]3COC(=O)[C@H]23)OCO4)cc(OC)c1O returned PAFAH1B3 inh 12, PAFAH2 FP inh 4, LYPLA1 inh 3, LYPLA2 inh 0, PAD4 inh -6, PAFAH1B2 inh -4, pPAFAH inh 2, PREPL inh -5 and GSTO1 counter 3.
For O=C1CC(c2ccccc2)CC(O)=C1C=Nc1ccc(Cl)cc1 (centres undefined) the results were PAFAH1B3 inh 0, PAFAH2 FP inh 3, LYPLA1 inh -2, LYPLA2 inh -4, PAD4 inh -10, PAFAH1B2 inh 3, pPAFAH inh 7, PREPL inh 2 and GSTO1 counter -2.
`O=C(N/N=C/c1oc(O)c2ccccc12)c1ccccc1` gave PAFAH1B3 inh -2, PAFAH2 FP inh 5, LYPLA1 inh -1, LYPLA2 inh -3, PAD4 inh -3, PAFAH1B2 inh 2, pPAFAH inh -1, PREPL inh 3 and GSTO1 counter 1.
For OCCNCCCCOc1ccc(OCc2ccccc2)cc1 the results were PAFAH1B3 inh 4, PAFAH2 FP inh -5, LYPLA1 inh 2, LYPLA2 inh 0, PAD4 inh -4, PAFAH1B2 inh 3, pPAFAH inh -2, PREPL inh -18 and GSTO1 counter 7.
`Cn1c(=O)c2[nH]c(COc3ccc(C(C)(C)C)cc3)nc2n(C)c1=O` gave PAFAH1B3 inh 7, PAFAH2 FP inh -3, LYPLA1 inh 2, LYPLA2 inh 5, PAD4 inh -4, PAFAH1B2 inh 8, pPAFAH inh 9, PREPL inh 10 and GSTO1 counter 1.
O=Cc1coc2ccc3ccccc3c2c1=O was read as PAFAH1B3 inh 9, PAFAH2 FP inh 13, LYPLA1 inh -3, LYPLA2 inh -1, PAD4 inh 0, PAFAH1B2 inh 6, pPAFAH inh 7, PREPL inh -6 and GSTO1 counter 17.

Gathered by group, those above containing an NH in an aromatic ring.
Screening COc1ccc2nc(NC(=O)CSc3nc(C)cc(=O)[nH]3)sc2c1 returned PAFAH1B3 inh 3, PAFAH2 FP inh 7, LYPLA1 inh 1, LYPLA2 inh 0, PAD4 inh -2, PAFAH1B2 inh -1, pPAFAH inh 4, PREPL inh -3 and GSTO1 counter -2.
`Cn1c(=O)c2[nH]c(COc3ccc(C(C)(C)C)cc3)nc2n(C)c1=O` gave PAFAH1B3 inh 7, PAFAH2 FP inh -3, LYPLA1 inh 2, LYPLA2 inh 5, PAD4 inh -4, PAFAH1B2 inh 8, pPAFAH inh 9, PREPL inh 10 and GSTO1 counter 1.

Reprinted at random: 2 entries already listed, in no set order.
For CC(C)(C)OC(=O)C[C@@H]1C/C=C\C[C@@H](CC(=O)N[C@@H](CO)Cc2ccccc2)C(=O)NC[C@@H](c2ccccc2)OC1=O the results were PAFAH1B3 inh 11, PAFAH2 FP inh -7, PAD4 inh 1, PAFAH1B2 inh 6, pPAFAH inh -1 and PREPL inh 0.
For OCCNCCCCOc1ccc(OCc2ccccc2)cc1 the results were PAFAH1B3 inh 4, PAFAH2 FP inh -5, LYPLA1 inh 2, LYPLA2 inh 0, PAD4 inh -4, PAFAH1B2 inh 3, pPAFAH inh -2, PREPL inh -18 and GSTO1 counter 7.

(further entries)
O=C(N/N=C/c1ccc2nccnc2c1)c1ccccc1O was read as LYPLA1 inh 1, LYPLA2 inh 3, PAD4 inh -1, pPAFAH inh 1, PREPL inh -1 and GSTO1 counter 5.
COc1ccccc1NC(=O)CN1CCC(C(=O)c2ccc(F)cc2)CC1 was read as PAFAH1B3 inh 0, PAFAH2 FP inh -9, LYPLA1 inh -5, LYPLA2 inh 1, PAD4 inh 4, PAFAH1B2 inh 2, pPAFAH inh 0, PREPL inh 15 and GSTO1 counter -8.
Cc1cc2c(c(=O)o1)C(C(C)C)C(C#N)=C(N)O2 (centres undefined) was read as PAFAH1B3 inh -1, PAFAH2 FP inh -3, LYPLA1 inh 0, LYPLA2 inh 0, PAD4 inh -2, PAFAH1B2 inh -5, pPAFAH inh -2, PREPL inh 0 and GSTO1 counter 1.
`CC1(C)CC(=O)C=C(NCc2ccncc2)C1` gave PAFAH1B3 inh 1, PAFAH2 FP inh 12, LYPLA1 inh -2, LYPLA2 inh 2, PAD4 inh -1, PAFAH1B2 inh 0, pPAFAH inh 3, PREPL inh 1 and GSTO1 counter -1.
`CCCCC[n+]1ccn(-c2nc3ccccc3nc2[N-]S(=O)(=O)c2ccccc2)c1` gave PAFAH1B3 inh 4, PAFAH2 FP inh -9, LYPLA1 inh -1, LYPLA2 inh -1, PAD4 inh -6, PAFAH1B2 inh 2, pPAFAH inh 4, PREPL inh -3 and GSTO1 counter 3.
COCCn1c(C)cc2c(c1=O)C(c1ccccc1F)C(C#N)=C(N)O2 (centres undefined) was read as PAFAH1B3 inh 3, PAFAH2 FP inh 2, LYPLA1 inh -2, LYPLA2 inh -13, PAD4 inh 0, PAFAH1B2 inh -4, pPAFAH inh 2, PREPL inh -4 and GSTO1 counter -2.
`CN(Cc1ccccc1)C(=O)c1ccccc1Br` gave PAFAH1B3 inh 1, PAFAH2 FP inh 0, LYPLA1 inh 3, LYPLA2 inh 0, PAD4 inh -4, PAFAH1B2 inh 6, pPAFAH inh 0, PREPL inh 3 and GSTO1 counter 0.
For Cc1nc2ccccc2cc1C(=O)N(C)Cc1ccccc1 the results were PAFAH1B3 inh 5, PAFAH2 FP inh -4, LYPLA1 inh 5, LYPLA2 inh 0, PAD4 inh -2, PAFAH1B2 inh 1, pPAFAH inh 0, PREPL inh -6 and GSTO1 counter 3.
Screening C=CCc1cccc2cc(C(=O)N3CCN(c4ccccn4)CC3)c(=O)oc12 returned PAFAH1B3 inh 10, PAFAH2 FP inh -1, LYPLA1 inh -6, LYPLA2 inh -7, PAD4 inh -10, PAFAH1B2 inh 4, pPAFAH inh -5, PREPL inh 4 and GSTO1 counter 4.
Screening COc1ccc(S(=O)(=O)N2CCCCCC2)cc1C(=O)OCC(=O)Nc1cc(C)on1 returned LYPLA1 inh 0, LYPLA2 inh 0, PAD4 inh -6, pPAFAH inh 4, PREPL inh -4 and GSTO1 counter 10.
Screening COC(=O)c1cc2nc(-c3ccccc3)cc(C(F)(F)F)n2n1 returned PAFAH1B3 inh -7, PAFAH2 FP inh 1, LYPLA1 inh -3, LYPLA2 inh -3, PAD4 inh -1, PAFAH1B2 inh 3, pPAFAH inh 1, PREPL inh 1 and GSTO1 counter 6.
Screening c1cnc(NC2CCCCCC2)nc1 returned PAFAH1B3 inh 9, PAFAH2 FP inh -1, LYPLA1 inh 2, LYPLA2 inh 0, PAD4 inh 0, PAFAH1B2 inh 6, pPAFAH inh -1, PREPL inh 4 and GSTO1 counter 7.
`O=C(Nc1cc(Cl)cc(Cl)c1)C1CCCC1` gave PAFAH1B3 inh 10, PAFAH2 FP inh -3, LYPLA1 inh -4, LYPLA2 inh 4, PAD4 inh 3, PAFAH1B2 inh 4, pPAFAH inh 4, PREPL inh -8 and GSTO1 counter -7.
